# Compound activity (PubChem BioAssay)
# Tau fluor cs = counter-screen for tau fibril formation inhibitors. 280,000 tested, 0.93% active. tau K18 P301L Alexa594 fluorescence, heparin fibrillization. AID 1463. Potency, µM (series often up to 57.7 µM), inactives show at the top dose activity change, negative = decrease; note: nearly all actives have a fitted effect of over 55% in size
#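 Human tau K18 P301L (15 uM unlabeled, 0.24 uM Alexa 594-labeled) in 100 mM sodium acetate pH 7 with 20 uM heparin, 6 hr at 37 C. ThT 30 uM added, 1 hr ambient; Alexa 594 FP and total fluorescence read at 555/632 nm.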
# L3MBTL1 block = inhibitors of human L3MBTL1 | AlphaScreen L3MBTL1–H3K9me1 peptide binding | Potency, µM (doses to about 57.1 µM), inactives show top-dose activity, negative = inhibition, most hits filed as inhibitors | 230,000 tested, 0.66% active; note: nearly all actives have a fitted effect of over 60% in size
# Target sequence (Q9Y468 whole entry, looked up): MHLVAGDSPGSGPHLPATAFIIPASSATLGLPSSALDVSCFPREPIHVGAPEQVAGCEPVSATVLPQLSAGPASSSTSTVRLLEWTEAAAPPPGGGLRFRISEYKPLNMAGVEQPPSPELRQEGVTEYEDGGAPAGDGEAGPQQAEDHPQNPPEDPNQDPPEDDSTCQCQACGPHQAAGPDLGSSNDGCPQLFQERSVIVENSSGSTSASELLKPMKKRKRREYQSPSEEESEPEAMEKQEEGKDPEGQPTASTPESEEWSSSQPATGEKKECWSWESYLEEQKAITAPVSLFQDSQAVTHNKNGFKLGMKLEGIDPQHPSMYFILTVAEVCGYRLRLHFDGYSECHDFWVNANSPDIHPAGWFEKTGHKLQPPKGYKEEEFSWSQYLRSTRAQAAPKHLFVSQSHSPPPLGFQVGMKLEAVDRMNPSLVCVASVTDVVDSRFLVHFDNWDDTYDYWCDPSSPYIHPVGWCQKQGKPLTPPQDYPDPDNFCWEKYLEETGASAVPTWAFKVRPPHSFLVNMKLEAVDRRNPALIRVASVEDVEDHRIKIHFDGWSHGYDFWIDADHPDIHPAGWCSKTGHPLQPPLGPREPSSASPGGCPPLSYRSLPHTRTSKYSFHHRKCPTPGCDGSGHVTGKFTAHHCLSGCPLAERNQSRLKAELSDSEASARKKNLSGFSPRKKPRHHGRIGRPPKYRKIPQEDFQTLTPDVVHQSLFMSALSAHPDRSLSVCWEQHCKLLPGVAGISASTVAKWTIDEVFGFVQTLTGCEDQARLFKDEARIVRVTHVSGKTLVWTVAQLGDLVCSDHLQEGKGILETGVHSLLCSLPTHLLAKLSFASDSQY
#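 Displacement of a biotinylated histone H3(1-15) peptide monomethylated at Lys9 (75 nM) from L3MBTL1 (50 nM) was measured by AlphaScreen after a 30 min room-temperature compound incubation; cefsulodin titration served as intraplate control.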
# Tau ThT inhib = tau fibrillization inhibition (ThT binding); 270,000 tested, 2.1% active; recombinant tau K18 P301L (four-repeat tau fragment), heparin-induced fibrillization, ThT fluorescence; Potency, µM (titrated, usually from 57.4 µM), for inactives: at the highest dose activity, negative = inhibition, hits mostly inhibitors; AID 1460; note: nearly all actives have a fitted effect of over 55% in size
# Target sequence (P10636 561-689 P618L limits assumed): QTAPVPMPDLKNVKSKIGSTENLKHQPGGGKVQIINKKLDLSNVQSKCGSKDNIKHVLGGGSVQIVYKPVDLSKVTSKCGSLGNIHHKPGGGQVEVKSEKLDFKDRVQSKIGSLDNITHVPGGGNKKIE
#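 Recombinant human tau K18 fragment […] carrying P301L, 15 uM unlabeled plus 0.24 uM Alexa 594-labeled, was fibrillized with 20 uM heparin in 100 mM sodium acetate pH 7 for 6 hr at 37 C; 30 uM ThT fluorescence read after 1 hr.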
# TRb-SRC2 inh = disrupts binding of human TR beta to SRC2; P10828; TRbeta-SRC2 peptide binding, fluorescence polarization; receptor liganded with 1 µM T3; Potency, µM (titrated, usually from 106 µM), without a hit: top-dose activity change, negative = inhibition, usual class: inhibitors; 280,000 tested, 0.065% active; AID 1469;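 note: plate controls were bound peptide for no effect and peptide without receptor for full effect; nearly all actives have a fitted effect of over 50% in size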
#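 Compounds were added to 0.6 uM TRb ligand-binding domain and 20 nM Texas Red-labeled SRC2 peptide in Tris buffer containing 1 uM T3, incubated 5 hr at ambient temperature, then read by fluorescence polarization.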
# ALDH1A1 block = inhibitors of human aldehyde dehydrogenase 1A1; 220,000 tested, 7.3% active; P00352; Purified ALDH1A1, NADH fluorescence, propionaldehyde substrate; AID 1030; Potency, µM (titrated, usually from 75.3 µM), for the others: at the top dose activity, negative = inhibition, most hits filed as inhibitors; active = well fitted inhibition curve with a large enough effect, not every such curve was filed as active; inconclusive = small, poorly fitted or top-dose-only effect, or another doubt; inactive = no such curve, though single readings can be large or run the other way;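 note: plate controls were no enzyme wells and a reference inhibitor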
# Tau FP inhib = blocks human tau fibril formation measured by polarization | Potency, µM (titrated, usually from 57.7 µM), for inactives: top-dose activity, negative = inhibition, hits mostly inhibitors | 280,000 tested, 0.39% active | K18 P301L tau heparin fibrillization, Alexa594 FP, 6 h; note: nearly all actives have a fitted effect of over 55% in size
#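 Read-out: fluorescence polarization of Alexa 594-labeled tau (0.24 uM), 555 nm excitation, 632 nm emission. Mixtures held 15 uM unlabeled K18 P301L, compound and 20 uM heparin, pH 7 acetate buffer, incubated 6 hr at 37 C.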
# TexasRed fluor = alters Texas Red total fluorescence, flagging assay interference; TRb/SRC2 Texas Red total fluorescence interference; Potency, µM (highest dose often 106 µM), inactives show at the top dose fluorescence change, negative = quenching; 280,000 tested, 0.29% active; AID 1479; active = well fitted curve in either direction with a large enough effect; inconclusive = small, poorly fitted or top-dose-only effect
#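 Flags fluorescent or light-absorbing compounds by total fluorescence, S + 2P, at 555 nm excitation and 632 nm emission. Mixture: 20 nM Texas Red SRC2 peptide, 0.6 uM human TRb LBD, 1 uM T3, 5% DMSO; compound exposure 5 h at ambient temperature.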
# GLA spleen mod = inhibits or activates alpha-galactosidase in human spleen homogenate | 240,000 tested, 0.008% active | Potency, µM (series often up to 80 µM), inactives show at the highest dose activity change, negative = inhibition, most hits filed as inhibitors | human spleen homogenate, 4MU-alpha-Gal fluorescence, 40 min;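 note: 0% = enzyme with vehicle and -100% = no enzyme basal signal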
#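 Human spleen homogenate (1 ug) was the enzyme source, with 4-methylumbelliferyl-alpha-D-galactopyranoside (1 mM final) in pH 5.0 citrate buffer with 0.01% Tween-20. Compounds were titrated; after 40 min at 37C, NaOH/glycine stop, 4-MU fluorescence read; AC50 from Hill fits.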
# Starred values were filed as active, the others as inactive; ? = inconclusive; · = not tested or not shown; & = joins results of further samples; [ ] = another dose, or the depositor's remark. Unless noted, calls come from the whole dose curve; as a rule, active = well fitted curve in the direction sought with a large enough effect; inconclusive = small, poorly fitted or top-dose-only effect, or another doubt; inactive = no such curve, though single readings can be large; an effect the other way counts as inactive or inconclusive. Unless noted, % is set by controls: 0 for no effect and ±100 for the full control effect; potency is the fitted concentration of half-maximal effect.
1) O=C(CN1C(=O)NC(c2ccccc2)(c2ccccc2)C1=O)Nc1cccnc1Cl
2) Cc1cc(C(=O)OCC(=O)N2CCc3ccccc32)c(C)o1
3) Cc1ccc(C(=O)Nc2ccc(Cl)cn2)cc1S(=O)(=O)N1CCOCC1
4) CCc1ccc(S(=O)(=O)NCc2csc(C)n2)s1
5) O=C(CCSCc1cccc(Cl)c1)NCCc1ccccc1
6) CC1(C)CC(=O)C(C=NCCN2CCN(C(=O)c3ccc(Br)cc3)CC2)=C(O)C1
7) CC(=O)c1cc2c(cc1N/C(=N/S(=O)(=O)c1ccc(Br)cc1)c1ccccc1)OCO2
8) CCOC(=O)c1ccc(NC(=O)c2ccc(NC(=O)c3ccccc3)cc2)cc1
screen / no.	1	2	3	4	5	6	7	8
Tau fluor cs	-13%	-1%	-5%	-10%	6%	-5%	-18%&-10%	-10%
L3MBTL1 block	-7%	·	·	33%[activator]	7%	-6%	·	·
Tau ThT inhib	-6%	-17%	1%	-7%	8%	-17%	?	-21%
TRb-SRC2 inh	3%	6%	-2%	-1%	-5%	-7%	6%&-2%	3%
ALDH1A1 block	2%	4%	-4%	3%	?	?	?	6%
Tau FP inhib	-1%	2%	-8%	-11%	14%	3%	-20%&-9%	2%
TexasRed fluor	-3%	-3%	-1%	-1%	5%	2%	-2%&0%	-5%
GLA spleen mod	-13%	3%	2%	1%	-3%	0%	-1%	9%

9) Cc1csc2ncc(C(=O)NCc3ccco3)c(=O)n12
10) COc1ccc(Nc2c3c(nc4nncn24)CCC3)cc1Cl
11) CC(=O)Nc1ccc(S(=O)(=O)Nc2nc3c(s2)CCCC3)cc1
12) CCN1C(=O)c2cccc3c(S(=O)(=O)Nc4ccc(O)c(C(=O)O)c4)ccc1c23
13) NC1=NC(c2cn(-c3ccccc3)nc2-c2cccs2)n2c(nc3ccccc32)N1 (centres undefined)
14) CC(=O)N1CCC(C(=O)Nc2ccccc2)(N(Cc2ccccc2)C(=O)c2cccnc2)CC1
15) COc1cc2c(cc1OC)C(C)N(S(=O)(=O)c1cn(C)cn1)CC2 (centres undefined)
16) COc1ccc(C(=O)CC2(O)C(=O)N(Cc3cccc(C(F)(F)F)c3)c3ccccc32)cc1 (centres undefined)
screen / no.	9	10	11	12	13	14	15	16
Tau fluor cs	-1%	-2%	6%	-9%	-30%	0%	-12%	?
L3MBTL1 block	?	·	-1%[11.4 µM]	·	·	5%	-2%	·
Tau ThT inhib	-5%	0%	7%	-8%	-1%	-3%	-10%	-16%
TRb-SRC2 inh	1%	6%	2%	3%	-13%	-28%	5%	4%
ALDH1A1 block	?	·	-12%	·	-8%	-9%	5%	·
Tau FP inhib	-10%	2%	-5%	-3%	6%	3%	4%	-5%
TexasRed fluor	-8%	-1%	-4%	1%	-2%	1%	-2%	2%
GLA spleen mod	28%	·	5%	·	-8%	-7%	-9%	·

17) S=C1NC[C@H](Cc2ccccc2)N1CCCCC1CCCCC1
18) CCOc1ccc(Nc2nc3c(c(=O)[nH]2)CCCC3)cc1
19) Oc1oc(-c2ccc(Br)cc2)nc1/C=N/c1ccccn1
20) O=C(NCC1CCCO1)C1CC(=O)N(C2CCCC2)C1 (centres undefined)
21) COc1cc(C2c3sc(=O)[nH]c3SC3C(=O)N(c4ccc(C)cc4)C(=O)C32)ccc1O (centres undefined)
22) Cc1ccnc(NC(=O)Nc2ccc(F)cc2)c1
23) Cc1cccc(-n2c(=O)c3c(c4cc(C)ccc4n3C)n(CC(=O)NCCC3=CCCCC3)c2=O)c1
24) CCCC(=O)n1nc(-c2ccco2)nc1SCc1ccccc1
screen / no.	17	18	19	20	21	22	23	24
Tau fluor cs	-13%	-14%	1%	-5%	-11%	-2%	5%	0%
L3MBTL1 block	1%	-5%	2%	·	-15%	4%	·	11%
Tau ThT inhib	-17%	-10%	?	-6%	?	-5%	11%	3%
TRb-SRC2 inh	-3%	0%	12%	14%	-2%	7%	-7%	1%
ALDH1A1 block	-9%	15%	10%	4%	-8%	7%	·	?
Tau FP inhib	5%	?	4%	-1%	2%	8%	-5%	9%
TexasRed fluor	-1%	0%	0%	2%	1%	-3%	2%	-3%
GLA spleen mod	-1%	-1%	-5%	2%	-4%	1%	·	-8%

25) Cc1c(Cl)cccc1NC(=O)CSc1ncnc2c1cnn2CCc1ccccc1
26) Cc1cc(C)cc(N2C(=O)CS(=O)(=O)C23C(=O)N(C)c2ccccc23)c1 (centres undefined)
27) CCCN(CCC)CCCNC(=O)c1cc2c(-c3ccc(OC)c(OC)c3)nn(C)c2s1
28) Cc1cc(-c2ccc(NC(=O)[C@@H]3CCCC[C@@H]3C(=O)O)c(C)c2)ccc1NC(=O)[C@@H]1CCCC[C@@H]1C(=O)O
29) Cc1cc(C)c2c(N)c(C(=O)N/N=C/c3cccnc3)sc2n1
30) CN(C)S(=O)(=O)c1ccc2c(c1)N(CC(=O)Nc1ccc(OC(F)(F)F)cc1)C(=O)CS2
31) COc1ccc(-n2c(=O)cc(N3CCN(c4ccccc4)CC3)[nH]c2=O)cc1
32) CSC1=NCCN1C(=O)c1cccc(C(F)(F)F)c1
screen / no.	25	26	27	28	29	30	31	32
Tau fluor cs	-18%	-5%	?	-9%	-19%	?	1%	-9%
L3MBTL1 block	·	·	·	-5%	1%	·	-1%	-4%
Tau ThT inhib	?	-5%	-1%	6%	?	12%	-13%	-10%
TRb-SRC2 inh	-1%	11%	3%	15%	5%	-10%	-8%	5%
ALDH1A1 block	4%	·	·	0%	·	·	?	-6%
Tau FP inhib	-8%	-8%	-12%	-12%	13%	?	-4%	-9%
TexasRed fluor	-2%	-3%	-5%	-2%	-4%	-1%	-1%	-6%
GLA spleen mod	-4%	·	·	3%	9%	·	2%	12%

33) O=C(NC1=NCCS1)c1cccc(N2C(=O)c3ccccc3C2=O)c1
34) CSC1=C(C#N)C(c2ccc3c(c2)OCO3)C2=C(CCCC2=O)N1 (centres undefined)
35) CC(Oc1ccc(Cl)cc1Cl)C(=O)NCCN1CCOCC1 (centres undefined)
36) O=C(OC1CCOC1=O)c1cc(-c2cccc(Br)c2)nc2ccccc12 (centres undefined)
37) CC1(C)CC(=O)C2=C(C1)NC(Nc1nc3ccccc3o1)=NC2c1ccccn1 (centres undefined)
38) Cc1ccc(C(=O)Nn2cnnc2)cc1S(=O)(=O)N1CCOCC1
39) Cc1ccc(C(=O)NCC(=O)OCC(=O)c2ccc3c(c2)NC(=O)CO3)cc1C
40) Nc1cccc2c1C(=O)N(C(=O)/C=C/c1ccc(F)cc1)C2=O
screen / no.	33	34	35	36	37	38	39	40
Tau fluor cs	-3%	-2%	8%	?	-15%	4%	-20%	-15%
L3MBTL1 block	·	2%	8%	·	·	·	·	·
Tau ThT inhib	-6%	-1%	0%	-10%	-9%	·	?	25µM*
TRb-SRC2 inh	-2%	0%	-2%	-4%	2%	1%	-3%	-7%
ALDH1A1 block	4%	-6%	4%	-5%	-5%	·	-13%	?
Tau FP inhib	-1%	3%	3%	?	-1%	1%	-8%	?
TexasRed fluor	1%	-1%	-2%	-2%	-5%	0%	0%	-5%
GLA spleen mod	-9%	-1%	-8%	7%	-2%	-5%	5%	-18%

41) COc1ccc(C)cc1NS(=O)(=O)c1ccc(Br)s1
42) COc1ccc(Cl)cc1NC(=S)NNC(=O)c1cccnc1
43) CCN(C(=O)CSc1nnc(-c2ccc(F)cc2)c2ccccc12)C1CCS(=O)(=O)C1 (centres undefined)
44) COc1ccc(C2=CC(c3cc(OC)c(OC)c(OC)c3)NC(=S)N2)cc1 (centres undefined)
45) N/C(=N\OC(=O)CCCN1C(=O)c2ccccc2C1=O)c1ccccn1
46) C=CCn1c(CNc2ccc(C)cc2)nnc1SCC(=O)N/N=C/c1ccc(O)cc1O
47) CCONC(=NC)c1nonc1N
48) COc1ccc(S(=O)(=O)N2CCCCC2)cc1NS(=O)(=O)c1cc(Cl)ccc1Cl
screen / no.	41	42	43	44	45	46	47	48
Tau fluor cs	-17%	-12%	7%	-13%	3%	?	4%	-5%
L3MBTL1 block	·	·	-3%	·	1%	-7%	5%	-10%
Tau ThT inhib	-5%	?	-8%	-15%	-1%	?	2%	1%
TRb-SRC2 inh	-2%	-2%	-8%	-2%	1%	3%	-3%	5%
ALDH1A1 block	-1%	-15%	-4%	-14%	9%	?	9%	2.2µM*
Tau FP inhib	-3%	-3%	4%	-10%	4%	?	-2%	-2%
TexasRed fluor	-2%	-6%	1%	0%	-3%	-6%	2%	-5%
GLA spleen mod	7%	-11%	0%	4%	-2%	-22%	0%	20%

49) Cc1csc2nc(COC(=O)c3cccc(NC(=O)COc4ccc(Cl)cc4)c3)cc(=O)n12
50) COc1ccc(NC(=O)C(=O)NCCCO)cc1Cl
51) CC(C)(C)NC(=O)NC(=O)COC(=O)CCC1CCCC1
52) Cc1ccc(NC(=O)c2c(C)nc3sc(C(=O)Nc4ccc(F)cc4)c(N)c3c2-c2ccc(C)o2)c(C)c1
53) Cc1cccc(CN2CCC(CNC(=O)CSc3cc(=O)n(C)c4cc(Cl)ccc34)CC2)c1
screen / no.	49	50	51	52	53
Tau fluor cs	-24%	-10%	11%	?	1%
L3MBTL1 block	·	-2%	·	·	·
Tau ThT inhib	?	-11%	8%	?	1%
TRb-SRC2 inh	4%	-2%	3%	1%	-3%
ALDH1A1 block	·	8%	·	·	·
Tau FP inhib	-11%	-9%	11%	-6%	9%
TexasRed fluor	-1%	-1%	-2%	0%	-2%
GLA spleen mod	·	-7%	-14%	·	-7%

# Reformatted with each value named: entries from further up
(53) Cc1cccc(CN2CCC(CNC(=O)CSc3cc(=O)n(C)c4cc(Cl)ccc34)CC2)c1
  Tau fluor cs: 1% | L3MBTL1 block: · | Tau ThT inhib: 1% | TRb-SRC2 inh: -3% | ALDH1A1 block: · | Tau FP inhib: 9% | TexasRed fluor: -2% | GLA spleen mod: -7%
(52) Cc1ccc(NC(=O)c2c(C)nc3sc(C(=O)Nc4ccc(F)cc4)c(N)c3c2-c2ccc(C)o2)c(C)c1
  Tau fluor cs: ? | L3MBTL1 block: · | Tau ThT inhib: ? | TRb-SRC2 inh: 1% | ALDH1A1 block: · | Tau FP inhib: -6% | TexasRed fluor: 0% | GLA spleen mod: ·
